HT1080-NT tox = kills 2HG-producing HT-1080-NT fibrosarcoma cells | HT-1080-NT fibrosarcoma viability, CellTiter-Glo ATP luminescence, 48 h | Potency, µM (top dose mostly 46.1 µM), for inactives: at the top dose activity, negative = less viability, usual class: cytotoxic | 360,000 compounds, 1.6% hits | AID 686970;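 note: NT is the 2HG producing partner of a matched IDH1 knockdown line; potency is the fitted concentration of half-maximal effect; 0% = DMSO-treated cells and -100% = media-only wells without cells; nearly all actives have a fitted effect of over 55% in size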
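Luminescent CellTiter-Glo readout after 48 hours of compound exposure at 37 degrees C defined viability of HT-1080-NT cells. Activity was normalized to DMSO wells and cell-free media wells; concentration-response curves were fitted and assigned curve classes.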
DRD3 antagonist = D3 dopamine receptor (human) antagonism. AID 652054. max response, negative = inhibition, %. D3R cells, DiscoveRx beta-arrestin luminescence, antagonist mode; active compounds read low. 360,000 compounds, 2.5% hits; in the data active = max response below about -50%; inconclusive = no clear call, values can overlap the other calls; note: % is set by controls: 0 for no effect and ±100 for the full control effect; mostly tested at two doses, the higher about 12 µM
Target sequence (P35462 whole entry, looked up): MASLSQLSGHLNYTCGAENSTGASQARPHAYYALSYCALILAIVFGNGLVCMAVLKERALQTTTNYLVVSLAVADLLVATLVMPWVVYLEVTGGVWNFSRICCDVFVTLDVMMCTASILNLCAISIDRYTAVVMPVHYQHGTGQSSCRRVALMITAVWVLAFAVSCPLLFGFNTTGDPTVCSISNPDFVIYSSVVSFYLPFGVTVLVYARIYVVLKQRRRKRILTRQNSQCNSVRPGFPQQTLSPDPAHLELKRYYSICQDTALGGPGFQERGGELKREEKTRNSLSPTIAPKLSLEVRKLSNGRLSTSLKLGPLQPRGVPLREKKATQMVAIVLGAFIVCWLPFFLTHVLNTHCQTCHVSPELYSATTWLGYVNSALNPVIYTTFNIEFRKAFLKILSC
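Cells plated overnight at 1500 cells/well, then exposed to library compounds with dopamine controls for 90 minutes at 37 degrees C. DiscoveRx reagent added for 30–60 minutes at room temperature; luminescence read, quantitative HTS format.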
HT1080 IDH1KD tx = toxicity to HT-1080 IDH1 knockdown cells (counter line); Potency, µM (highest dose often 46.1 µM), for the others: top-dose activity, negative = toxicity, hits mostly cytotoxic; HT-1080 IDH1 knockdown viability, ATP luminescence, 48 h; 360,000 compounds, 2% hits;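 note: potency is the fitted concentration of half-maximal effect; 0% = DMSO wells and -100% = cell-free medium wells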
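Using the IDH1-knockdown HT-1080 line run in the same batch and compound series as the NT line, viability after 48 h at 37 °C was determined by CellTiter-Glo luminescence and expressed as % activity.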
IL1B secr inh = blocks inflammasome-driven IL-1 beta release; THP-1 LPS/ATP IL-1B secretion, AlphaLISA, 16 h; active compounds read low; activity change, % at 57.5 µM; 360,000 compounds, 4.7% hits; AID 743279; in the data active = activity change below about -50%; inconclusive = mostly about -30% to -49%; note: % is set by controls: 0 for no effect and ±100 for the full control effect
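Secreted IL-1B measured by AlphaLISA bead assay after 16 h compound exposure of THP-1 cells; compounds (final up to 57.5 uM) added 1 h before LPS (250 ng/mL) and ATP (1.25 mM) stimulation; lower signal means less secretion.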
SW480 rereplic = induces DNA re-replication in SW480 colon adenocarcinoma cells; SW480 DNA re-replication, Hoechst DNA content imaging, 48 h; Potency, µM (doses to about 46.1 µM), without a hit: top-dose re-replication activation, actives largely listed as activators; 340,000 compounds, 1.8% hits; note: potency is the fitted concentration of half-maximal effect; % of control where 0% means no effect; nearly all actives have a fitted effect of over 55% in size
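Quantitative HTS format with DMSO vehicle controls; 48 hr drug incubation at 37 C, then 40 min Hoechst staining and scanning imager measurement at 405 nm excitation.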
GLP-1R agonist = GLP-1 receptor (human) agonism | P43220 | HEK293 GLP-1R CRE-luciferase, luminescence, 4-6 h; cells express a hypersensitive GLP-1R form | Potency, µM (highest dose often 45.6 µM), for the others: top-dose activation, hits mostly activators | 380,000 compounds, 0.007% hits; note: potency is the fitted concentration of half-maximal effect; % of control where 0% means no effect
Target sequence (P43220 whole entry, looked up): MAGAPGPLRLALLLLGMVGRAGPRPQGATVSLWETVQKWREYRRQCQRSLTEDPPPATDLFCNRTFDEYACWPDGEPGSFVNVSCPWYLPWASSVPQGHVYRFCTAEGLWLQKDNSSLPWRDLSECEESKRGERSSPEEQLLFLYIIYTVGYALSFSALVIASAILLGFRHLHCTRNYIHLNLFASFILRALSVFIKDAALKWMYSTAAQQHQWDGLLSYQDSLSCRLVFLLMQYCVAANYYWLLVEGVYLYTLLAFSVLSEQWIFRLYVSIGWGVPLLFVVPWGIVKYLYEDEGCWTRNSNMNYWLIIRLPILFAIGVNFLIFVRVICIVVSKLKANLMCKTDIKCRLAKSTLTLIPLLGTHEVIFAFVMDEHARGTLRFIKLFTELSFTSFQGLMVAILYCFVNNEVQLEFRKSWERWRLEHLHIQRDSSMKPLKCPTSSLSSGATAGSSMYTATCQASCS
D3 ag = agonists of human D3 dopamine receptor; D3R DiscoveRx beta-arrestin cells, luminescence, 90 min; 410,000 compounds, 0.58% hits; max activation, %; P35462; in the data active = max activation above about 30%; note: 0% is about no effect; mostly tested at two doses, the higher about 12 µM
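Cells at 1500/well, incubated overnight, then treated with pinned compounds (dopamine as control) for 90 min at 37 degrees C. DiscoveRx reagent added for 30 - 60 minutes at room temperature; luminescence read.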
KB-V1 cytotox = KB-V1 MDR subline cytotoxicity; KB-V1 MDR cells viability, CellTiter-Glo, 72 h; 400,000 compounds, 3.4% hits; Potency, µM (top dose mostly 46.1 µM), for inactives: at the top dose activity change, negative = cytotoxicity, hits mostly cytotoxic; note: potency is the fitted concentration of half-maximal effect; % is set by controls: 0 for no effect and ±100 for the full control effect; nearly all actives have a fitted effect of over 60% in size
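Drug-selected KB-V1 cells, grown in DMEM lacking phenol red with 10% FBS, receive compound titrations; after three days at 37 degrees C, surviving cell ATP is quantified by CellTiter-Glo luminescence and responses normalized and curve-fitted.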
KB-3-1 tox = kills parental KB-3-1 adenocarcinoma cells. KB-3-1 viability, CellTiter-Glo ATP luminescence, 72 h. Potency, µM (highest dose often 46.1 µM), for inactives: top-dose activity change, negative = cytotoxic, hits mostly cytotoxic. 400,000 compounds, 1.4% hits. AID 1347075; note: potency is the fitted concentration of half-maximal effect; % is set by controls: 0 for no effect and ±100 for the full control effect; nearly all actives have a fitted effect of over 60% in size
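Luminescent ATP read-out (CellTiter-Glo) measures survival of drug-naive KB-3-1 cells after 72 h compound exposure at 37 °C. Titration series was screened from lowest to highest concentration, with DMSO vehicle plates as background controls.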
The depositor's hits bear a star. Unless noted, calls come from the whole dose curve; as a rule, active = well fitted curve in the direction sought with a large enough effect; inconclusive = small, poorly fitted or top-dose-only effect, or another doubt; inactive = no such curve, though single readings can be large; an effect the other way counts as inactive or inconclusive.

How did CS(=O)(=O)c1sc(C(=O)NC(=O)Nc2cccc(C(F)(F)F)c2)c2c1C=CCC2 do in these assays?
HT1080-NT tox: -6%; DRD3 antagonist: -12; HT1080 IDH1KD tx: -6%; IL1B secr inh: -7; SW480 rereplic: 0%; GLP-1R agonist: -4%; D3 ag: 5; KB-V1 cytotox: 16%; KB-3-1 tox: 0%

What do the screens show for `O=C(Nc1ccccc1)c1cccc(C(=O)Nc2ccccc2)n1`?
HT1080-NT tox: 16%; DRD3 antagonist: 15; HT1080 IDH1KD tx: 9%; IL1B secr inh: 4; SW480 rereplic: -2%; GLP-1R agonist: -4%; D3 ag: 3; KB-V1 cytotox: -15%; KB-3-1 tox: 4%

How did CCOC(=O)CSC1=N/C(=C/c2ccc(-n3cncn3)cc2)C(=O)N1C(C)=O do in these assays?
HT1080-NT tox: -1%; DRD3 antagonist: 7; HT1080 IDH1KD tx: -1%; IL1B secr inh: 0; SW480 rereplic: inconclusive; GLP-1R agonist: 6%; D3 ag: 0; KB-V1 cytotox: 6%; KB-3-1 tox: 16%

Results for COc1ccc([C@H]2Cc3cccc(O)c3C(=O)O2)cc1O ?
HT1080-NT tox: 14%; DRD3 antagonist: 16; HT1080 IDH1KD tx: 3%; IL1B secr inh: 11; SW480 rereplic: 0%; GLP-1R agonist: 11%; D3 ag: -7; KB-V1 cytotox: 0%; KB-3-1 tox: 17%

Results for COc1ccc(C(C)(NC(C)=O)c2nc(-c3cnc4ccccc4c3)cs2)cc1 (configuration not stated) ?
HT1080-NT tox: 3%; DRD3 antagonist: -2; HT1080 IDH1KD tx: -2%; IL1B secr inh: -12; GLP-1R agonist: 34%; D3 ag: -5; KB-V1 cytotox: 2%; KB-3-1 tox: 0%

Results for CC(C)CNC(=O)N[C@@H](CC(C)C)C(=O)O ?
HT1080-NT tox: 4%; DRD3 antagonist: 17; HT1080 IDH1KD tx: 9%; IL1B secr inh: 14; SW480 rereplic: 0%; GLP-1R agonist: 8%; D3 ag: 9; KB-V1 cytotox: 12%; KB-3-1 tox: 10%

How did CCOc1cc(Br)c(C(=O)O)cc1OCC do in these assays?
HT1080-NT tox: 4%; DRD3 antagonist: -10; HT1080 IDH1KD tx: 5%; IL1B secr inh: -5; SW480 rereplic: 0%; GLP-1R agonist: -7%; D3 ag: 3; KB-V1 cytotox: 22%; KB-3-1 tox: 0%

How did COc1ccc(C)cc1C1=Nc2ccccc2C1(C)C do in these assays?
HT1080-NT tox: -3%; DRD3 antagonist: 6; HT1080 IDH1KD tx: 0%; IL1B secr inh: 0; SW480 rereplic: 1%; GLP-1R agonist: -7%; D3 ag: 2; KB-V1 cytotox: inconclusive; KB-3-1 tox: -2%

Results for COC(=O)COc1ccc2oc(=O)cc(C)c2c1 ?
HT1080-NT tox: 5%; DRD3 antagonist: 0; HT1080 IDH1KD tx: 3%; IL1B secr inh: 34; SW480 rereplic: -1%; GLP-1R agonist: 14%; D3 ag: -5; KB-V1 cytotox: -3%; KB-3-1 tox: 7%

Results for CCCCOc1ccc(C(O)(CC)CCN2CCOCC2)cc1 (configuration not stated) ?
HT1080-NT tox: -13%; DRD3 antagonist: -12; HT1080 IDH1KD tx: -15%; IL1B secr inh: inconclusive; SW480 rereplic: -3%; GLP-1R agonist: 16%; D3 ag: 2; KB-V1 cytotox: inconclusive; KB-3-1 tox: 5%

Results for CC(C)(C)C(=O)Nc1ccc(-c2csnn2)cc1 ?
HT1080-NT tox: 11%; DRD3 antagonist: -19; HT1080 IDH1KD tx: 11%; IL1B secr inh: -1; SW480 rereplic: -4%; GLP-1R agonist: 3%; D3 ag: -18; KB-V1 cytotox: -16%; KB-3-1 tox: 0%

Results for N#CNC(=Nc1cccc(C(F)(F)F)c1)SCc1ccc(C(=O)O)cc1 ?
HT1080-NT tox: 0%; DRD3 antagonist: -2; HT1080 IDH1KD tx: -4%; IL1B secr inh: 3; SW480 rereplic: 0%; GLP-1R agonist: 0%; D3 ag: -7; KB-V1 cytotox: 10%; KB-3-1 tox: 4%

Results for CC(=O)Nc1ccc(S(=O)(=O)N2CCN(C(=O)c3ncoc3-c3ccc(F)cc3)CC2)cc1 ?
HT1080-NT tox: 1%; DRD3 antagonist: 2; HT1080 IDH1KD tx: 0%; IL1B secr inh: -8; SW480 rereplic: -22%; GLP-1R agonist: 6%; D3 ag: 4; KB-V1 cytotox: inconclusive; KB-3-1 tox: -19%

Results for COc1cc(/C=N/NC(=O)CC2(C)OCCCO2)ccc1OCc1ccccc1 ?
HT1080-NT tox: 0%; DRD3 antagonist: 3; HT1080 IDH1KD tx: -5%; IL1B secr inh: -2; SW480 rereplic: -6%; GLP-1R agonist: 2%; D3 ag: 2; KB-V1 cytotox: 4%; KB-3-1 tox: -2%

Results for CCOC(=O)/C(C#N)=C\c1c(OCC)n(CC)c2ccccc12 ?
HT1080-NT tox: -1%; DRD3 antagonist: 11; HT1080 IDH1KD tx: -6%; IL1B secr inh: -10; SW480 rereplic: -6%; GLP-1R agonist: 15%; D3 ag: -9; KB-V1 cytotox: inconclusive; KB-3-1 tox: -19%

Results for CC(=O)N1c2ccc(C)cc2Sc2c1ccc1ccccc21 ?
HT1080-NT tox: inconclusive; DRD3 antagonist: 4; HT1080 IDH1KD tx: -25%; IL1B secr inh: 17; SW480 rereplic: inconclusive; GLP-1R agonist: inconclusive; D3 ag: 5; KB-V1 cytotox: 1%; KB-3-1 tox: 6%

How did CCOC(=O)c1cc2c(=O)[nH]ccc2nc1C do in these assays?
HT1080-NT tox: 4%; DRD3 antagonist: 7; HT1080 IDH1KD tx: -5%; IL1B secr inh: 26; SW480 rereplic: 15%; GLP-1R agonist: -1%; D3 ag: 3; KB-V1 cytotox: -8%; KB-3-1 tox: 20%

What do the screens show for `O=C(OCC(=O)N1CCC(Cc2ccccc2)CC1)c1cc(Cl)ccc1O`?
HT1080-NT tox: 1%; DRD3 antagonist: 6; HT1080 IDH1KD tx: 12%; IL1B secr inh: -5; SW480 rereplic: -2%; GLP-1R agonist: 4%; D3 ag: -4; KB-V1 cytotox: -4%; KB-3-1 tox: -1%

Results for O=C(Nc1ccccc1F)C1CCCN(S(=O)(=O)c2ccc(-n3cnnn3)cc2)C1 (configuration not stated) ?
HT1080-NT tox: 7%; DRD3 antagonist: -6; HT1080 IDH1KD tx: 8%; IL1B secr inh: 4; SW480 rereplic: -11%; GLP-1R agonist: 9%; D3 ag: 5; KB-V1 cytotox: -3%; KB-3-1 tox: inconclusive

What do the screens show for `Cc1ccc(NC(=O)CCC(=O)NNC(=O)c2ccccc2[N+](=O)[O-])c(C)c1`?
HT1080-NT tox: 1%; DRD3 antagonist: 0; HT1080 IDH1KD tx: 5%; IL1B secr inh: -20; SW480 rereplic: 5%; GLP-1R agonist: 2%; D3 ag: -12; KB-V1 cytotox: -1%; KB-3-1 tox: 7%

What do the screens show for `Cc1ccc(S(=O)(=O)Nc2cc3c(cc2N2CCOCC2)n(C)c(=O)c(=O)n3C)cc1`?
HT1080-NT tox: 0%; DRD3 antagonist: -16; HT1080 IDH1KD tx: 5%; IL1B secr inh: -10; SW480 rereplic: -12%; GLP-1R agonist: 4%; D3 ag: -11; KB-V1 cytotox: 26%; KB-3-1 tox: -3%

What do the screens show for `Cc1ccc(-n2c(SCC(=O)OC(C)C)nnc2-c2ccncc2)cc1`?
HT1080-NT tox: 1%; DRD3 antagonist: inconclusive; HT1080 IDH1KD tx: 0%; IL1B secr inh: 16; SW480 rereplic: -1%; GLP-1R agonist: 20%; D3 ag: 1; KB-V1 cytotox: -7%; KB-3-1 tox: 20%

How did Cc1ccc(S(=O)(=O)n2nc(OC(=O)c3cccs3)cc2N)cc1 do in these assays?
HT1080-NT tox: -9%; DRD3 antagonist: inconclusive; HT1080 IDH1KD tx: -7%; IL1B secr inh: -15; SW480 rereplic: inconclusive; GLP-1R agonist: -15%; D3 ag: -1; KB-V1 cytotox: 0%; KB-3-1 tox: -8%

How did CN1CCC(n2[nH]c(-c3ccccc3)c(Cc3ccccc3)c2=O)CC1 do in these assays?
HT1080-NT tox: -17%; DRD3 antagonist: -29; HT1080 IDH1KD tx: inconclusive; IL1B secr inh: 6; SW480 rereplic: 1%; GLP-1R agonist: 6%; D3 ag: -14; KB-V1 cytotox: 14%; KB-3-1 tox: inconclusive

What do the screens show for `CCCN(CCC)CCCNC(=O)CC1Nc2ccccc2NC1=O` (configuration not stated)?
HT1080-NT tox: 2%; DRD3 antagonist: inconclusive; HT1080 IDH1KD tx: 9%; IL1B secr inh: 2; SW480 rereplic: -6%; GLP-1R agonist: 1%; D3 ag: 2; KB-V1 cytotox: inconclusive; KB-3-1 tox: 7%

How did COc1cccc(-c2ccc(NC(=O)C3CCCN(Cc4cnn(C)c4C)C3)cc2)c1 (configuration not stated) do in these assays?
HT1080-NT tox: inconclusive; DRD3 antagonist: 2; HT1080 IDH1KD tx: inconclusive; IL1B secr inh: -15; SW480 rereplic: 7%; GLP-1R agonist: -7%; D3 ag: -9; KB-V1 cytotox: 6%; KB-3-1 tox: -14%

How did COc1cc(C(=O)N2CCCCC2c2cc(C(=O)N3CCOCC3)no2)cc(OC)c1C (configuration not stated) do in these assays?
HT1080-NT tox: 2%; DRD3 antagonist: 15; HT1080 IDH1KD tx: 0%; GLP-1R agonist: 2%; D3 ag: 8; KB-V1 cytotox: -4%; KB-3-1 tox: inconclusive

Results for COc1ccc(CNC2CC(=O)N(C)C2=O)cc1 (configuration not stated) ?
HT1080-NT tox: 13%; DRD3 antagonist: -20; HT1080 IDH1KD tx: 2%; IL1B secr inh: 13; SW480 rereplic: -2%; GLP-1R agonist: -13%; D3 ag: 0; KB-V1 cytotox: 14%; KB-3-1 tox: 0%

How did CCC/C(=N/NC(=O)c1ccccc1Cl)c1ccccc1 do in these assays?
HT1080-NT tox: 5%; DRD3 antagonist: 1; HT1080 IDH1KD tx: 6%; IL1B secr inh: -7; SW480 rereplic: inconclusive; GLP-1R agonist: -4%; D3 ag: -4; KB-V1 cytotox: -1%; KB-3-1 tox: -4%

Screens (PubChem)
